Screens (PubChem BioAssay)
APOBEC3A inh = APOBEC3A ssDNA deaminase inhibitors, primary screen, selectivity assay for APOBEC3G inhibitor project, biochemical, FAM/TAMRA oligo cleavage fluorescence; AID 493011, 2011; actives 0.41% (n = 330,000); recombinant A3A, FAM/TAMRA ssDNA deamination fluorescence; DNA dC->dU-editing enzyme APOBEC-3A (Homo sapiens), P31941; inhibition, % at 20 µM;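 active means at least 40% inhibition at 20 µM here, with at most 30% in a related deaminase screen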;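 further: plate controls were A3A with DMSO for no effect and wells lacking A3A enzyme for full effect; some results filed as inactive read as strong as hits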
Target sequence (P31941 whole entry, looked up): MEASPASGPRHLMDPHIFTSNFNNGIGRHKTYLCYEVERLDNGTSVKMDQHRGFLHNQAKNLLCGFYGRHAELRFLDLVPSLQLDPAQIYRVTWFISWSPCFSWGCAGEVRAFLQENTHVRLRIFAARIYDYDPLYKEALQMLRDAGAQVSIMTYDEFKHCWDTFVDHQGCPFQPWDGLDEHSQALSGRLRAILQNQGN
mIAP act = activators of mouse IAP, primary screen, biochemical, luminescence, uHTS; intestinal alkaline phosphatase [Mus musculus]; muIAP, CDP-Star luminescence, 30 min; stronger effect = higher value; 1 = vehicle-only enzyme signal, 0 = enzyme-free wells; activation factor at 10 µM; actives 0.24% (n = 330,000); AID 2805, 2010;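 active means activation factor of at least 2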; further: the source names both 10 and 20 µM as test concentration; values of inactives mirror those of a sister screen read the other way
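System: mouse IAP enzyme. Reagent: CDP-Star chemiluminescent phosphatase substrate. Benchmarks: DMSO wells, no-enzyme wells. Times: 30 min enzyme-substrate-compound incubation at room temperature. Detection: luminescence from enzymatic CDP-Star hydrolysis. Doses: test compounds delivered from DMSO solution.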
mIAP block = inhibitors of mouse IAP, primary screen, biochemical, luminescence, uHTS | intestinal alkaline phosphatase [Mus musculus] | purified mouse IAP, CDP-Star luminescence, 30 min | inhibition, % at 10 µM | actives 0.2% (n = 330,000);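 active means inhibition of at least 40% at 10 µM in the primary screen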;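 further: plate controls were DMSO with enzyme for no effect and no enzyme wells for full effect; values of inactives mirror those of a sister screen read the other way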
beta cell repl = inducers of MIN6 beta-cell proliferation, primary screen, ATP luminescence, uHTS; actives 0.29% (n = 330,000); proliferation, % at 10 µM; MIN6 cells proliferation, ATPlite luminescence, 48 h; cells starved in 0.2% serum; 100% = growth in 10% serum;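 active means compounds whose signal lies at least 3.5 SD above the mean of all wells on their plate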;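 further: 0% = DMSO-treated cells in low-serum medium and 100% = 10% serum control; some compounds called inactive have numbers as strong as hits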
hIAP block = human IAP inhibitors, primary screen, biochemical, luminescence, uHTS; Intestinal-type alkaline phosphatase (Homo sapiens), P09923; purified IAP, CDP-Star luminescence, 30 min; inhibition, % at 10 µM; actives 0.12% (n = 330,000);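 active means inhibition reaching a set limit with compound at 10 µM in the primary screen, cut at about 35% in these data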;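 further: plate controls were DMSO wells with enzyme for no effect and no-enzyme buffer wells for full effect; values of inactives mirror those of a sister screen read the other way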
GRIN3A LBD mod = binders of NR3A ligand-binding domain, primary screen, biophysical, differential scanning fluorimetry, uHTS. Glutamate receptor ionotropic, NMDA 3A (GRIN3A) ligand-binding domain. NR3A LBD differential scanning fluorimetry, Tm shift; 0% = protein alone, 100% = glycine-bound protein. Tm shift relative to glycine control, % at 25 µM. actives 2.5% (n = 340,000);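 active means melting temperature shift of at least 10% of the positive control shift, at one fixed dose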
A3G deaminase = APOBEC3G DNA deaminase inhibitors, primary screen, biochemical, fluorescence, single-stranded DNA substrate, uHTS; DNA dC->dU-editing enzyme APOBEC-3G (Homo sapiens), Q9HC16; recombinant A3G, ssDNA deamination FAM/TAMRA fluorescence; inhibition, % at 20 µM; actives 0.28% (n = 330,000);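 active means inhibition of at least 40% at 20 µM, with no more than 30% in the related APOBEC3A deaminase screen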;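 further: plate controls were DMSO wells with A3G for no effect and wells lacking A3G enzyme for full effect; some compounds called inactive have numbers as strong as hits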
Target sequence (Q9HC16 whole entry, looked up): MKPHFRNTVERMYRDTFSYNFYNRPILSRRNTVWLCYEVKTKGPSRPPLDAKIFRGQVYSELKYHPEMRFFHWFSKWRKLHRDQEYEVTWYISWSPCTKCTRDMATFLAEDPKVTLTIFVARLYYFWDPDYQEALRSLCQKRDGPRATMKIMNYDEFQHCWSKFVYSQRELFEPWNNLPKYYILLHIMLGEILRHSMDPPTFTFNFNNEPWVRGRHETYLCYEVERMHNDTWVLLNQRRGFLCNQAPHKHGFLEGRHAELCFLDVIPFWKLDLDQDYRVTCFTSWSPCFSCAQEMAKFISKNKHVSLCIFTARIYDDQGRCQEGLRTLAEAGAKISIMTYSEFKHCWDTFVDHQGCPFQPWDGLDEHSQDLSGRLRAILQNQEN
hIAP act = human IAP activators, primary screen, biochemical, luminescence, uHTS; AID 2524, 2010; Intestinal-type alkaline phosphatase (Homo sapiens), P09923; purified human IAP, CDP-Star luminescence, 30 min; stronger effect = higher value; 1 = vehicle-only enzyme, 0 = enzyme-free background; actives 0.16% (n = 330,000); activation factor at 10 µM;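 active means activation factor of the enzyme at least 2-fold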; further: the source names both 10 and 20 µM as test concentration; values of inactives mirror those of a sister screen read the other way
MPTP inh = mitochondrial permeability transition pore inhibitors, primary screen, biochemical, isolated mouse mitochondria, absorbance; inhibition, % at 10 µM; actives 1.4% (n = 360,000); Ca2+ swelling absorbance, 30 min;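 active means inhibition of 50% or more, scaled per plate between neutral and stimulator controls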;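 further: 0% = DMSO wells given calcium and 100% = 1 mM EGTA wells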
* marks the source's active call; other numbers are inactive results; . = no result given.

Molecule	APOBEC3A inh	hIAP act	MPTP inh	beta cell repl	A3G deaminase	hIAP block	mIAP act	GRIN3A LBD mod	mIAP block
CC(=O)c1ccc(N2CCN(S(=O)(=O)c3cccc4nsnc34)CC2)cc1	3	0.91	-0.3	1	-3	9	0.93	1	7
O=C(COC(=O)CCC(=O)c1ccc(F)cc1)Nc1ccc(N2CCOCC2)cc1	11	0.9	-2.5	-2	-4	10	0.92	0	8
NC(=O)Cn1c(O)c(N=NC(=O)CNC(=O)/C=C/c2ccccc2)c2ccccc21	-3	0.92	0.3	1	-7	8	0.93	-1	7
O=C(CN1CCCC1)N1c2ccccc2Sc2ccc(Cl)cc21	0	1.1	3.8	0	-8	-11	1	-1	-2
Cn1nccc1NC(=O)CC1(CC(=O)O)CCCCC1	-3	0.86	-0.4	-1	-8	14	0.96	-2	4
CCn1c(CNC(=O)c2ccco2)nnc1SCCOc1ccccc1	-1	0.98	-0.4	-1	-6	2	0.99	0	0
Cc1ccc(NC(=O)N/C=C/c2ccco2)c(C)c1	3	1	0.8	-2	-4	-3	0.88	-10	12
CCN(c1ccccc1)S(=O)(=O)c1ccc(N2CCN(c3ccc(OC)cc3)CC2)nc1	-4	0.97	4.1	-2	-11	3	1.1	4	-5
O=C(NCC1OCCCN1S(=O)(=O)c1cc(F)ccc1F)C(=O)NC1CCCCCC1 (stereo unspecified)	6	0.92	2.7	-3	0	8	0.96	2	4
COc1ccc2oc(C(=O)NC(C)c3ccccn3)c(C)c2c1 (stereo unspecified)	3	1.2	-1.2	0	0	-15	1.1	-1	-11
COC(=O)CNC(c1ccccc1)c1cc(Br)ccc1NC(=O)CNC(=O)OCc1ccccc1 (stereo unspecified)	3	1.2	1.8	-6	-4	-21	1.1	-7	-11
O=C(Nc1ccc(Br)cc1)c1ccc(N2C(=O)C3CCCCC3C2=O)cc1 (stereo unspecified)	-4	0.98	2.9	-2	-9	2	0.98	5	2
CCC(CC)c1nnc(NC(=O)c2c(-c3ccccc3)noc2C)s1	-1	0.83	-0.7	-2	-5	17	0.95	5	5
COc1ccc(CN(C(=O)c2ccco2)c2ccc(C)c(C)c2)cc1	-3	1.1	-2.8	0	-7	-6	0.99	-2	1
COc1cccc(-n2c(COc3ccc(C)cc3)nnc2SCC(N)=O)c1	4	0.92	0.9	0	-1	8	1	-1	-2
NC(=S)N/N=C/c1c(O)c(Br)cc2oc3c(c12)CCCC3	-5	1.2	37	-6	-6	-24	0.64	10*	36
O=C(Nc1nc(-c2ccccc2)cs1)Nc1ccc(F)cc1F	3	1.1	2.2	-4	0	-14	1.4	2	-45
COc1ccc(C2NC(=O)NC(O)(C(F)(F)F)C2C(=O)c2ccc(C)cc2)cc1 (stereo unspecified)	-5	1.1	-1.0	-2	-4	-14	1.1	-1	-9
COc1ccccc1-c1nnc(SCC(=O)Nc2ccc(S(N)(=O)=O)cc2)n1C	2	0.92	-0.9	-2	-3	8	0.96	1	4
CCN(CC)P(=O)(Nc1ccc([N+](=O)[O-])cc1)c1c(C)nn(CCC#N)c1NC(=O)c1ccc(Cl)cc1Cl (stereo unspecified)	2	0.95	0.2	0	-7	5	0.86	-9	14
Cc1ccccc1N=Nc1c(N)n[nH]c1N	-5	1.1	-0.1	7.2*	-8	-8	0.93	7	7
Cc1ccc(-n2ncc3c(=O)n(Cc4cccnc4)cnc32)cc1	-1	0.9	-0.6	-2	-7	10	1	-1	-3
COc1cccc(OCc2cc(C(=O)NCCN3CCCCC3CO)no2)c1 (stereo unspecified)	-1	1.1	-1.3	1	-6	-6	0.95	-1	5
O=S(=O)(c1cc(Br)c(Cl)s1)N1CCCC1	0	1.1	1.5	3	-4	-12	1.1	-1	-7
O=C(CNC(=O)c1ccccc1F)Nc1ccncc1	-3	0.86	-0.8	2	-7	14	0.95	0	5
COc1ccc(N2C(=O)C3CCCN3C2c2cccc(OC)c2OC)cc1 (stereo unspecified)	3	0.87	-2.2	-1	2	13	1	1	-1
CC(=O)Nc1ccc(N(C(=O)CNC(=O)c2cccs2)C(C(=O)NC(C)(C)C)c2ccccc2)cc1 (stereo unspecified)	-1	1	-1.1	2	-8	-1	1	0	-4
O=C(c1ccccc1C(=O)N(c1ccccc1)c1ccccc1)N1CCCCC1	2	0.93	-0.7	0	-2	7	1.1	-3	-10
O=C(NCCc1csc(-c2cccnc2)n1)c1cccc(Cl)c1	3	1.1	1.8	-2	-1	-6	1	1	-4
CCn1cc(CN2CCN(CCc3ccccc3)C(CCO)C2)c(C)n1 (stereo unspecified)	-1	0.99	-0.5	0	-7	1	0.93	-1	7
CN=C(Nc1cccc(OC)c1)SC1CC(=O)N(c2ccc(C(=O)O)cc2)C1=O (stereo unspecified)	-3	1.2	-1.0	0	-4	-16	1	0	-4
COc1ccc(S(=O)(=O)N2CCC(C(=O)N[C@@H](C)C(=O)NC3CC3)CC2)cc1	-2	1	1.7	2	-2	-5	1	-6	0
Cc1ccc(S(=O)(=O)Nc2ccccc2-c2ccccc2NS(=O)(=O)c2ccc(C)cc2)cc1	0	1.1	24	-5	-4	-6	0.68	7	32
CN1C(=O)CS(=O)c2ccc(C(=O)NC3CC3)cc21 (stereo unspecified)	0	0.95	-1.1	1	-1	5	0.94	-2	6
CN(C(=O)COC(=O)c1cc(-c2ccccc2Cl)nc2ccccc12)C1CCS(=O)(=O)C1 (stereo unspecified)	-5	1.1	1.0	-1	-7	-7	1	3	-2
CN(C)c1nc(N2CCN(c3ccccc3)CC2)c(C#N)c(=O)o1	1	1.1	0.4	-1	-2	-6	0.98	3	2
Cc1cccc(Cn2c(=O)n(-c3ccc(CC(=O)NCc4ccco4)cc3)c(=O)c3sccc32)c1	-3	1	0.0	-2	-5	-2	1.1	-2	-12
Cc1cc(NS(=O)(=O)c2ccc(NC(=O)Nc3cccc(C(F)(F)F)c3)cc2)no1	-5	0.92	-0.8	0	-8	8	1.1	22*	-6
FC(F)Oc1ccc(NC(=S)NC23CC4CC(CC(C4)C2)C3)cc1	0	1.2	54*	-4	-4	-16	1.8	12*	-80
Cn1c(-c2ccccc2)cnc1NCc1ccccc1	-7	1	1.5	1	-8	-1	1.1	-1	-7
CCCCn1c(N)c(N(Cc2ccccc2OC)C(=O)CCC(C)C)c(=O)[nH]c1=O	9	1.2	-0.8	1	-3	-21	0.97	-1	3
CCC(=O)Nc1c(-c2cccs2)c(=O)c2ccccc2n1C	-1	1.1	-0.8	-2	1	-12	0.99	-1	1
O=C(NCC(c1ccc(F)cc1)N1CCOCC1)c1cccnc1Sc1ccccc1 (stereo unspecified)	-1	0.92	-1.0	-3	-11	8	0.89	-2	11
COc1ccccc1NC(=O)CSc1nnnn1-c1ccc2c(c1)OCO2	3	1.1	1.1	0	-1	-13	0.88	-1	12
COc1ccc(C(=O)N(C)C2(C)CCS(=O)(=O)C2)cc1OC (stereo unspecified)	-1	0.88	-1.0	2	-4	12	0.89	.	11
CN1C(=O)C(CC(=O)Nc2ccc3c(c2)Cc2ccccc2-3)N(C)C1=O (stereo unspecified)	-2	0.98	-1.0	2	-9	2	1	-26	-1
CN(C)S(=O)(=O)c1cccc(NC(=O)/C=C/c2ccc(S(=O)(=O)N3CCOCC3)cc2)c1	-5	0.91	0.1	1	-5	9	0.83	-1	16
COc1ccc2[nH]c3c(c2c1)CCN1C(=O)C(CC(=O)NCCCn2ccnc2)C[C@H](C(=O)N2CCCCC2)[C@@]31C (stereo partly specified)	-1	.	-0.2	.	-3	.	1	-1	-1
CCc1ccc(OCCCC(=O)Nc2ccc(N3CCCCC3)cc2)cc1	3	1.2	1.2	3	-1	-18	1	-6	-1
COc1ccc2cc(C(=O)C3CCCN(C(=O)c4cc(=O)n(C)c(=O)n4C)C3)ccc2c1 (stereo unspecified)	-5	1.2	0.1	-3	-7	-18	1	-3	-1
COC(=O)c1sc(-c2ccc(C(C)(C)C)cc2)cc1NC(=O)CSCC(=O)O	-4	0.86	13	-3	-11	14	0.85	-437	14
COCCC(=O)N1CCC(Oc2ccc(C(=O)NCc3csc(C)n3)cc2)CC1	2	1.1	-2.3	1	1	-7	0.98	-3	2
O=C(CN1CCN(S(=O)(=O)N2CCOCC2)CC1)Nc1ccc(Cl)c(Cl)c1	-2	0.97	-1.0	-1	-11	3	0.98	1	2
OCc1ccc2c(c1)c(-c1ccc3c(c1)OCCO3)c(-c1ccccc1)n2-c1ccccc1	-4	0.93	0.6	-7	-7	7	0.92	-5	8
CCC1=NN2C(=N)/C(=C\c3cccn3-c3ccc(OC)cc3)C(=O)N=C2S1	0	0.96	5.2	0	-3	4	0.99	0	0
CCN(C(=O)Cn1c(=O)n2nc(CCn3nc(C)cc3C)nc2c2ccccc21)c1cccc(C)c1	-4	0.89	-1.2	0	-9	11	0.96	2	4
CN(C(=O)/C=C/c1ccco1)c1ccccc1C(=O)O	44*	1	-0.3	-3	10	-2	0.88	0	12
CC(C)Oc1ccc(S(=O)(=O)N2CCOCC2)cc1NC(=O)C1COc2ccccc2O1 (stereo unspecified)	-5	0.83	-1.1	2	-11	17	1	-4	-2
O=C(CCNC(=O)c1ccc(Cl)cc1)Nc1ccc(F)cc1F	-1	1	0.3	1	2	-1	1.1	-1	-8
Cc1ccc(-c2ccc(/C=C(\C#N)C(N)=S)o2)c([N+](=O)[O-])c1	-4	1	-0.1	-3	-9	-1	0.73	-1	27

(cont.)
Molecule	APOBEC3A inh	hIAP act	MPTP inh	beta cell repl	A3G deaminase	hIAP block	mIAP act	GRIN3A LBD mod	mIAP block
O=C(COC(=O)c1ccco1)Nc1ccccc1	-1	1.1	3.8	0	-2	-11	0.86	0	14
COc1ccc(Nc2ccc(S(=O)(=O)N3CCCCC3)cc2[N+](=O)[O-])cc1OC	-2	1.2	2.0	0	-5	-22	0.92	0	8
Nc1nc2ccccc2n1CCN1CCCC1	4	0.99	-0.8	2	3	1	1.1	1	-10
COc1ccc(/C=N/NC(=O)CN(CCc2ccccc2)S(=O)(=O)c2ccc(NC(C)=O)cc2)cc1OC	1	1	-2.0	0	0	-5	1.2	-20	-16
COCCN(C(=S)Nc1ccccc1OC)C1CCN(C(C)C)CC1	3	1.1	-0.2	1	0	-12	0.93	0	8
